Screens as filed in PubChem.
LDHA inh: qHTS assay for inhibitors of human lactate dehydrogenase; L-lactate dehydrogenase A chain (Homo sapiens), P00338; purified LDHA, NADH/diaphorase-resazurin fluorescence; active compounds read low; activity change, % (values are at about 110 or 230 µM); hit rate 0.15% among 480,000; AID 1347041, 2019; in the data active = activity change below about -30%; inconclusive = mostly about -25% to -30%;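 note: plate controls were DMSO wells for no effect and wells without enzyme for full effect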
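LDH5 2 nM; NADH 0.06 mM, pyruvate 0.2 mM; 200 mM Tris pH 7.4, EDTA, Tween-20; 5 min RT. Detection: diaphorase 0.133 mg/mL + resazurin 37 µM, fluorescence ex540/em590 at 0 and 20 min; normalized to enzyme-free and DMSO wells.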
Active calls of the source: *.

Screening O=C(CN1CCOCC1)Nc1ccc(NC(=O)c2nc(-c3ccccc3)n(-c3ccccc3)n2)cc1 returned LDHA inh 0.
Cc1c(C)n(Cc2cccnc2)c2ncnc(NCc3cccnc3)c12 was read as LDHA inh 11.
`CCNC(=O)NC(=O)C(C)N(C)CCCCc1ccccc1` (stereo not drawn) gave LDHA inh -1.
Screening NS(=O)(=O)Cc1cccc(C(=O)O)c1 returned LDHA inh 2.
`Cc1ccccc1OCCOC(=O)c1n[nH]c(=O)c2ccccc12` gave LDHA inh 7.
For CCCCn1c(=O)[nH]c(=O)c2c1nc(COC(=O)C1(C#N)CCCC1)n2C the results were LDHA inh -5.
`COc1cccc(C(=O)Nc2nonc2-c2ccc(OC(C)C)cc2)c1` gave LDHA inh -3.
`CC(NC(=O)Cc1c(Cl)cccc1Cl)c1ccccn1` (stereo not drawn) gave LDHA inh -6.
CCS(=O)(=O)N1CCc2ccc(NC(=O)NCCC(C)C)cc21 was read as LDHA inh 0.
Cc1cccc(-c2nc3n(CC(=O)N4CCC(C)CC4)c(C)cc(=O)n3n2)c1 was read as LDHA inh 7.
For COc1ccc2c(=O)c(-c3cnn(-c4ccccc4)c3)c(C(F)(F)F)oc2c1 the results were LDHA inh 1.
`Cc1ccccc1-n1ncc2c1ncn1nc(-c3cccs3)nc21` gave LDHA inh 0.
Screening CCOc1cccc(C(=O)Nc2ccc3oc(-c4ccc(OC)cc4)nc3c2)c1 returned LDHA inh 12.
Screening N#CCc1nnc(-c2ccccc2)s1 returned LDHA inh -3.
CCCCCOc1ccc(/C=C/C(=O)O)cc1 was read as LDHA inh -16.
`CN(CCCc1ccccc1)CC(=O)NC(N)=O` gave LDHA inh -7.
For O=C(NCCNCc1c[nH]c2ccccc12)c1ccc(F)cc1 the results were LDHA inh -1.
`Cn1c(=O)[nH]c(=O)c2c1nc(N1CCN(Cc3ccccc3Cl)CC1)n2Cc1ccc(F)cc1` gave LDHA inh 3.
Screening Cc1cc(C)c2c(=O)cc(C(=O)Nc3nnc(CC(C)C)s3)oc2c1 returned LDHA inh -2.
CC(C)c1nc(NCCCN(C)C)c(C#N)c2c1CCCC2 was read as LDHA inh 6.

Among those listed so far, these have a Cl atom:
`CC(NC(=O)Cc1c(Cl)cccc1Cl)c1ccccn1` (stereo not drawn) gave LDHA inh -6.
`Cn1c(=O)[nH]c(=O)c2c1nc(N1CCN(Cc3ccccc3Cl)CC1)n2Cc1ccc(F)cc1` gave LDHA inh 3.

The listing continues:
`Cc1cc(SCC(=O)NC2CCS(=O)(=O)C2)nc2c(C)cccc12` (stereo not drawn) gave LDHA inh 9.
`CC(C)c1noc(CCCC(=O)Nc2ccccc2OC2CCCC2)n1` gave LDHA inh -4.
CC(O)CNC(=O)C1CCN(Cc2nnnn2-c2ccccc2)CC1 (stereo not drawn) was read as LDHA inh 1.
COc1ccc(CNC(=O)c2ccc(C3Nc4ccccc4S(=O)(=O)N3)cc2)c(OC)c1 (stereo not drawn) was read as LDHA inh 1.
`CNC1[C@@H]2CC3C[C@H]1CC(O)(C3)C2` (stereo partly drawn) gave LDHA inh 4.
For Cc1ccc(NC(=O)CCC2CCCCC2)c(NC(=O)c2ccco2)c1 the results were LDHA inh 2.
`CCC(C)c1ccccc1NC(=O)c1cc(C)nc2ccccc12` (stereo not drawn) gave LDHA inh -2.
`CC(=O)c1c(C)[nH]c(-c2csc(CC(=O)Nc3ccccc3C)n2)c1C` gave LDHA inh -4.
Cc1ccc(NC2c3ccccc3-c3ccccc32)cc1 was read as LDHA inh 8.
Screening CC(NC(=O)CCNC(=O)C12CC3CC(CC(C3)C1)C2)C1CC2CCC1C2 (stereo not drawn) returned LDHA inh 2.

Pulled by structure from above (five):
CC(O)CNC(=O)C1CCN(Cc2nnnn2-c2ccccc2)CC1 (stereo not drawn) was read as LDHA inh 1.
Screening O=C(CN1CCOCC1)Nc1ccc(NC(=O)c2nc(-c3ccccc3)n(-c3ccccc3)n2)cc1 returned LDHA inh 0.
`Cc1cc(SCC(=O)NC2CCS(=O)(=O)C2)nc2c(C)cccc12` (stereo not drawn) gave LDHA inh 9.
Screening N#CCc1nnc(-c2ccccc2)s1 returned LDHA inh -3.
`Cn1c(=O)[nH]c(=O)c2c1nc(N1CCN(Cc3ccccc3Cl)CC1)n2Cc1ccc(F)cc1` gave LDHA inh 3.

The results go on.
Screening CC(C1CC1)N(Cc1ccc(C(N)=O)cc1)C1CC1 (stereo not drawn) returned LDHA inh 3.
Cc1cc(NC(=O)NCCNc2ccc(C#N)cn2)n(-c2ccccc2)n1 was read as LDHA inh -2.
For CCCN(C)c1ccc(/C=N/NC(=S)Nc2ccc(CC)cc2)cc1 the results were LDHA inh 8.
Screening Cc1cc2oc(=O)cc(CN3CCN(c4ccccc4F)CC3)c2cc1O returned LDHA inh -7.
Screening CCC(C)C(=O)Nc1ccc(-c2nc3ccccc3o2)cc1 (stereo not drawn) returned LDHA inh -5.
Nc1[nH]c(C(=O)c2ccccc2)c(-c2ccc(Br)cc2)c1C(=O)c1ccc(Br)cc1 was read as LDHA inh 3.
`Cc1ccccc1CNC(=O)c1nn(C)c(=O)c2ccccc12` gave LDHA inh -7.
Screening Cc1cccc(C)c1OCCCN returned LDHA inh 0.
For Cc1csc(NC(=O)NC2CC(=O)N(c3ccc(F)cc3)C2)n1 (stereo not drawn) the results were LDHA inh 0.
CCn1c(-n2nc(C)cc2C)nc2c1c(=O)n(CCN1CCCCC1)c(=O)n2C was read as LDHA inh -4.
Screening CC(NC(=O)c1ccc[n+]([O-])c1)c1ccc2ccccc2c1 (stereo not drawn) returned LDHA inh -16.
COc1ccc(C2Nc3ccccc3-c3cc(C)nn32)cc1O (stereo not drawn) was read as LDHA inh 10.
`O=S(=O)(Nc1nc2ccccc2nc1Nc1cccc(Br)c1)c1ccc(F)cc1` gave LDHA inh -14.
For O=C(c1cc(=O)c2cc(Cl)ccc2o1)N1CCC1 the results were LDHA inh -9.
Screening CCOC(=O)c1nc(N(Cc2ccccc2)C(C)C)c2ccccc2n1 returned LDHA inh 2.
For O=C(Nc1ccc2nc(N3CCN(C4CCCCC4)CC3)cc(C(=O)O)c2c1)c1cccc(Cl)c1 the results were LDHA inh -15.
`CN(CC(=O)C(C#N)c1ccccc1)Cc1ccccc1` (stereo not drawn) gave LDHA inh -3.
CSc1ccc(CN(C)C(=O)CN2CCC(c3nc4ccccc4s3)CC2)cc1 was read as LDHA inh 3.
Cc1ccc(CNC(C)CN2CCCCC2)cc1 (stereo not drawn) was read as LDHA inh -2.
`CCOC(=O)/C=C1\OC2(O)CC(C1C(=O)OCC)[C@H]1CO[C@@H]2O1` (stereo partly drawn) gave LDHA inh 4.
CCc1ccc(C(=O)CCC(=O)OCc2ccc(C#N)cc2)cc1 was read as LDHA inh -1.
Cc1cc(C)cc(-n2nnnc2SCC(=O)N2CCN(CC(=O)N3CCCC3)CC2)c1 was read as LDHA inh 14.
Screening NCCCOc1cccc2ccccc12 returned LDHA inh inconclusive.
`Cc1ccc(/C=C/C(=O)OC(C)C(=O)C23CC4CC(CC(C4)C2)C3)o1` (stereo not drawn) gave LDHA inh -5.
Screening N#Cc1ccc(CN2CCc3cc(S(=O)(=O)N4CCCCC4)ccc32)c(F)c1 returned LDHA inh 10.
`CCOC(=O)[C@]12CCC=C1N(Cc1ccc(Cl)cc1Cl)C(=O)[C@H](CC(=O)NCC13CC4CC(CC(C4)C1)C3)C2` gave LDHA inh -2.
For Cc1ccc(C(=O)Nc2cccc(-c3nc4ccccc4s3)c2C)c(C)c1 the results were LDHA inh 9.
COc1ccc2c(C)c(CC(=O)NCCCOC(C)C)c(=O)oc2c1OC was read as LDHA inh 8.
`Cc1c(CC(=O)NCc2ccco2)c(=O)oc2c(C)c(O)ccc12` gave LDHA inh 0.
Cc1cc2nc(-c3cccc(NC(=O)c4cc([N+](=O)[O-])ccc4N4CCOCC4)c3)oc2cc1C was read as LDHA inh -3.
COc1ccc2[nH]c(C)c(C(=O)CN3CCCCC3C)c2c1 (stereo not drawn) was read as LDHA inh -1.
CC(C)CNCc1ccc(-c2ccccc2Cl)o1 was read as LDHA inh 3.
`CCOc1ccc(NC(=O)CCCn2c(=O)c3cccn3c3ccccc32)cc1` gave LDHA inh -31*.
`Nc1nc(-c2ccc(Cl)cc2)nn1C(=O)c1ccc(F)cc1` gave LDHA inh 1.
Screening NC(=O)c1ccc(Sc2ccc(Cl)cc2)nc1 returned LDHA inh 0.
CC1=NN(c2cc(C)[nH]n2)C(c2ccccc2)C1 (stereo not drawn) was read as LDHA inh 3.
CCOc1ccc(Cn2cnc3c2c(=O)n(C)c(=O)n3C)cc1OCC was read as LDHA inh -5.
Cn1c(=O)[nH]c(=O)c2c1nc(SCC(=O)c1ccccc1)n2Cc1ccccc1 was read as LDHA inh 6.
Fc1ccccc1OCc1nc2ccccc2n1C(F)F was read as LDHA inh 2.
Screening CCN(CC)S(=O)(=O)c1cc(NC(=S)Nc2cccc(C)c2)ccc1C returned LDHA inh 2.
CC(=O)Nc1cccc(NC(=O)c2ccc3c(c2)S(=O)(=O)N=C(C)N3CC(C)C)c1 was read as LDHA inh -1.
Screening CCn1nc(C(=O)OC(C)C(N)=O)c2ccccc2c1=O (stereo not drawn) returned LDHA inh 2.
Screening O=S(=O)(c1ccc2nc(N3CCN(c4ccccc4F)CC3)ccc2c1)N1CCCC1 returned LDHA inh 1.
For COc1ccc(/C=C(/C#N)c2c(F)cccc2Cl)cc1 the results were LDHA inh -7.
O=C(NCc1cccs1)c1cc2ccccc2oc1=O was read as LDHA inh -9.
Screening Cc1cccc(OCC(=O)Nc2onc3c2CC(C)CC3)c1 (stereo not drawn) returned LDHA inh -3.
CCC(C(=O)NCc1ccccc1)n1c(C2CCN(C(C)=O)CC2)nc2ccccc21 (stereo not drawn) was read as LDHA inh 2.
For Cc1ccc(CN2C(=O)CCC2(C)c2nnnn2Cc2ccccc2)cc1 (stereo not drawn) the results were LDHA inh -6.
Screening Cc1nc(NC(=O)c2c(F)cccc2Cl)sc1C returned LDHA inh -4.
For Cc1ccc(NC(=O)c2nc3ccccc3nc2N2CCCC2)c(C)c1 the results were LDHA inh 0.

Gathered by group: the compounds so far containing an aryl methoxy group (8)
`COc1cccc(C(=O)Nc2nonc2-c2ccc(OC(C)C)cc2)c1` gave LDHA inh -3.
For COc1ccc2c(=O)c(-c3cnn(-c4ccccc4)c3)c(C(F)(F)F)oc2c1 the results were LDHA inh 1.
Screening CCOc1cccc(C(=O)Nc2ccc3oc(-c4ccc(OC)cc4)nc3c2)c1 returned LDHA inh 12.
COc1ccc(CNC(=O)c2ccc(C3Nc4ccccc4S(=O)(=O)N3)cc2)c(OC)c1 (stereo not drawn) was read as LDHA inh 1.
COc1ccc(C2Nc3ccccc3-c3cc(C)nn32)cc1O (stereo not drawn) was read as LDHA inh 10.
COc1ccc2c(C)c(CC(=O)NCCCOC(C)C)c(=O)oc2c1OC was read as LDHA inh 8.
COc1ccc2[nH]c(C)c(C(=O)CN3CCCCC3C)c2c1 (stereo not drawn) was read as LDHA inh -1.
For COc1ccc(/C=C(/C#N)c2c(F)cccc2Cl)cc1 the results were LDHA inh -7.

Following part
`CC(NCc1cccc(C#N)c1)c1ccc(Cl)c(Cl)c1` (stereo not drawn) gave LDHA inh -22.
Screening CN1CCN(NC(=O)c2cccc(Cl)c2)CC1 returned LDHA inh 4.
OCc1nc2ccccc2s1 was read as LDHA inh 1.
`FC(F)(F)c1ccc(Cl)c(N/N=C/c2cccc3ccccc23)c1` gave LDHA inh 13.
CCCCCc1ccc(C(=O)CCN(C)C)cc1 was read as LDHA inh 0.
For Cc1ccccc1C(=O)Nc1sc2c(c1C(=O)N1CCN(C)CC1)CCCC2 the results were LDHA inh -2.
Screening Cc1ccc(CN(c2ccc(C(=O)N3CCCCCC3)cc2)S(C)(=O)=O)cc1 returned LDHA inh -15.
`COc1ccccc1Nc1nc(-c2ccc(CNC(C)=O)cc2)cs1` gave LDHA inh -4.
`CC1CCN(C(C)CNC(=O)Cc2coc(-c3ccccc3)n2)CC1` (stereo not drawn) gave LDHA inh -1.
Screening CCc1noc(C)c1C(=O)Nc1sc(Cc2ccccc2)cc1C(N)=O returned LDHA inh 13.
`CCN1CCCC1CNC(=O)c1cc2ccccc2oc1=O` (stereo not drawn) gave LDHA inh -2.
`COc1ccc(CNC(=O)Cc2c(C)c3ccc(OC)c(OC)c3oc2=O)c(OC)c1` gave LDHA inh 1.
Screening Cn1c(=O)c2c(nc(NCc3cccs3)n2Cc2ccc(Cl)cc2)n(C)c1=O returned LDHA inh 1.
CCCn1c(Cn2ccnc2C)nc2cc(NC(=O)c3ccccc3OC)ccc21 was read as LDHA inh 8.
Screening CCOc1ccc(NC(=O)C2CCN(c3nc4ccccc4nc3OCC)CC2)cc1 returned LDHA inh 2.
Screening Cc1ccc(Sc2cccc(Cl)n2)cc1 returned LDHA inh 4.
Screening COC(=O)c1ccc(N2C(c3cc(OC)cc(OC)c3)=Cc3ccc(-c4cccnc4)cc3C2CC(=O)C2CC2)cc1 (stereo not drawn) returned LDHA inh -2.
COc1ccccc1CNC(=O)CCn1ccc2ccccc21 was read as LDHA inh 4.
CCc1cccc(C)c1NC(=O)CSc1nnc(-c2cc3cccc(OC)c3o2)n1N was read as LDHA inh 1.
For COc1cc(/C(Cl)=N/O)cc(OC)c1OC the results were LDHA inh 2.
`COc1ccc(S(=O)(=O)Nc2ccc(Nc3cc(N4CCCCC4)nc(C)n3)cc2)cc1` gave LDHA inh 6.
`CC(=O)c1cccc(NC(=O)C2(c3ccc(C)cc3)CCCC2)c1` gave LDHA inh 0.

Only part of the results is shown; the hit share may differ from the screen's.
